HIV RNase H inh = blocks HIV-1 RNase H cleavage of RNA/DNA duplex. P04585. RT-RNase H RNA/DNA duplex cleavage, fluorescence. inhibition, % at 10 µM. 65,000 compounds, 1.9% hits. AID 565; in the data active = inhibition above about 50%
RmlC RmlD mix = mixture blocks RmlC and RmlD coupled enzyme activity; RmlC/RmlD coupled enzyme inhibition, 384-well mixture HTS; inhibition, % at 5.5 µM; 110,000 compounds, 0.39% hits; AID 1532; in the data active = inhibition above about 30%, passing the limit was not always enough; also: strong numbers were not always called active
An asterisk follows results filed as active; . = no result given. Some of the compounds tested; rates above refer to the full screens.

SMILES | HIV RNase H inh | RmlC RmlD mix
CCCCNS(=O)(=O)c1ccc(NS(=O)(=O)c2c(C)cc(C)cc2C)cc1 | . | 5.7
Cc1ccc(CCNC(=O)C2CCCN2S(=O)(=O)c2ccc3c(c2)CCC(=O)N3)cc1 (centres undefined) | -5.6 | -3.4
COc1cc(C(=O)OC2CCCCC2=O)cc(OC)c1C (centres undefined) | -12.2 | 4.8
O=C(NCC1CCCO1)C1CC(=O)N(C2CCCC2)C1 (centres undefined) | . | 9.5
COc1cc(/C=C2/SC(=S)N(CC(=O)Nc3nc4ccccc4s3)C2=O)cc(OC)c1OC | . | 4.1
O=C(O)CCCSCC(=O)Nc1ccccc1 | . | 5.3
O=C(CCS(=O)(=O)c1cccc2nonc12)N1CC(=O)N(CCc2ccccc2)C(=O)C1 | -2.1 | 3.9
CCCOC(=O)c1[nH]c2c(c1C)C(=O)CC(c1cc(OC)c(OC)c(OC)c1)C2 (centres undefined) | -5.6 | -12.0
Cc1ccc(OCC(=O)OCC(=O)c2c(N)n(C)c(=O)n(C)c2=O)cc1C | . | 7.5
Cc1ccc(C(=O)c2cn[nH]c2-c2ccccc2O)cc1 | . | 2.1
C=CCNC(=O)c1onc(CSc2ccc(F)c(F)c2)c1C(=O)NCC=C | . | -6.1
COc1ccc(Br)cc1CN1CCCC(C(=O)N2CCCCC2)C1 (centres undefined) | . | -14.3
CCC(=O)N1CN(S(=O)(=O)c2ccc(C)cc2)CC1C (centres undefined) | 3.1 | -12.4
CCn1cc(C(=O)Nc2ccc3c(c2)OCCO3)c2cc(OC)c(OC)cc2c1=O | -9.9 | 5.8
CCOc1cc(NC(=S)NCC2CCCO2)c(OCC)cc1NC(=O)c1ccccc1 (centres undefined) | . | 7.2
O=C(C1=C[C@@H](C2CCCCC2)C[C@@H](OCc2ccc(CO)cc2)O1)N1CCOCC1 | . | 6.5
Cc1cccc(-n2nc3c(c2NC(=O)c2ccco2)CSC3)c1C | 20.0 | 0.4
Cc1nc2cc(F)ccc2n1C1CCN(S(=O)(=O)c2ccccc2)CC1 | -1.4 | 8.3
CC1CCCN(C(=O)CSc2cnc3ccccc3n2)C1 (centres undefined) | . | 79.1
COc1ccc(C(=O)c2coc3ccc(O)c(CN(C)C)c23)cc1 | -12.9 | 0.6
COCCn1c(SCc2cccnc2)nnc1-c1c[nH]c2ccccc12 | -12.0 | -10.3
Cc1ccc(Cn2c(NC(=O)c3ccco3)nc3ccccc32)cc1 | 7.1 | -14.4
Cc1ccc(CN(CC(=O)N/N=C/c2ccco2)S(=O)(=O)c2ccc(C)cc2)cc1 | . | -2.6
COc1ccc(S(=O)(=O)N(C)CC(=O)NCc2cccnc2)cc1C | -16.2 | 9.8
O=C(CCCN=C1NS(=O)(=O)c2ccccc21)OCC(=O)N1CCc2ccccc21 | -2.8 | -3.1
Cn1cc(Cl)c(C(=O)Nc2cccc(Cl)c2Cl)n1 | -27.8 | 6.1
O=C1OC(c2ccccc2)=N/C1=C/c1cccc(OC(=O)c2cccs2)c1 | . | 6.3
COc1ccccc1-c1cc(C(F)(F)F)nc(N2CCOCC2)n1 | -34.3 | -19.0
CCOC(=O)N1CCC(Nc2c(NCCN3CCN(c4ccccc4F)CC3)c(=O)c2=O)CC1 | . | -11.6
Cc1cc2cc(C=O)c(Cl)nc2cc1C | . | 1.8

Compounds listed so far with four or more nitrogen atoms (three):
SMILES | HIV RNase H inh | RmlC RmlD mix
O=C(CCS(=O)(=O)c1cccc2nonc12)N1CC(=O)N(CCc2ccccc2)C(=O)C1 | -2.1 | 3.9
COCCn1c(SCc2cccnc2)nnc1-c1c[nH]c2ccccc12 | -12.0 | -10.3
CCOC(=O)N1CCC(Nc2c(NCCN3CCN(c4ccccc4F)CC3)c(=O)c2=O)CC1 | . | -11.6

Going on with the list.
SMILES | HIV RNase H inh | RmlC RmlD mix
CCOc1ccc(-c2c(C#N)c(N)nc3c2c(=O)n(C)c(=O)n3C)cc1OC | -5.5 | 2.6
CCN(CC)C(=O)C1CCCN(Cc2sccc2C)C1 (centres undefined) | . | -8.9
CC(=O)CCc1c[nH]c2c(C(=O)O)cccc12 | 3.9 | -8.7
Cc1ccc(C)n1-c1cccc(N)c1 | 19.8 | 6.5
O=C1CCc2cc(S(=O)(=O)N3CCC(C(=O)NC4CCCCCCC4)CC3)ccc2N1 | -1.8 | .
COc1ccccc1NC(=O)NCCCN1CCN(c2cccc(Cl)c2)CC1 | 0.8 | -10.8
CCOC(=O)CCC(=O)Nc1ccc(S(=O)(=O)N2CCCC2)cc1 | 1.6 | 1.8
CCCNC(=O)c1cn(CC)c2cc(N3CCN(C)CC3)c(F)cc2c1=O | . | -5.9
Cc1cccc(/C(N)=N/OC(=O)N2CCOCC2)c1 | . | 5.1
COC(=O)c1ccccc1NC(=O)c1ccc2c(c1)OCCO2 | -26.4 | 4.6
CC1(C)CC(=O)C(C(C2=C(O)CC(C)(C)CC2=O)c2cccc(O)c2)C(=O)C1 (centres undefined) | 2.5 | -10.4
C[N+](C)(C)CCCCCCCCCC[N+](C)(C)C | 2.1 | 11.0
OCc1nc2ccccc2n1C/C=C/c1ccccc1 | 1.4 | -2.3
C=CCn1c(SCC(=O)NC(C)(C)C)nnc1-c1ccccc1O | . | 14.2
COC(=O)c1[nH]c2cc(OC)ccc2c1NC(=O)c1nonc1C | . | 12.3
Cc1ccc(S(=O)(=O)Nc2nc3ccccc3nc2NCc2ccco2)cc1C | 4.5 | .
O=C(CCCCn1c(=O)[nH]c2ccccc2c1=O)NCc1ccc2c(c1)OCO2 | -14.8 | 6.1
CCCNC(=O)N1CCN(S(=O)(=O)c2ccc(C)c(C)c2)CC1 | 16.5 | -8.0
CCCOc1ccc(C(=O)N2CCN(c3ccc(N)cc3Cl)CC2)cc1 | 24.2 | -5.0
Cc1ccc(S(=O)(=O)N2CCC(=O)N(CCOCc3ccc(F)cc3)CC2)cc1 | . | 5.0
CCOc1ccc(S(=O)(=O)N(CC(=O)N2CCc3ccccc32)Cc2ccco2)cc1 | -9.7 | -11.9
Cc1cc2nc(CCN(Cc3cccnc3)C(=S)Nc3ccccc3)[nH]c2cc1C | . | -14.3
O=C(Nc1ccccc1)c1ccc(CSc2ccccn2)cc1 | . | 5.5
COc1ccc2c(c1)oc(=O)c1ccccc12 | . | -2.4
CCOC(=O)/C=C/c1ccc2c(c1)S(=O)(=O)N(c1cccc(OC)c1)[C@H]2CC(=O)OCC | . | 3.6
Cc1ccc2nc(C(F)(F)F)c(C#N)c(N)c2c1 | -3.1 | 7.1
O=C(COc1ccc(-c2ccccc2)cc1)N1CCN(S(=O)(=O)Cc2ccccc2)CC1 | . | -16.0
CC1CC(C)CN(C/C=C/c2ccccc2[N+](=O)[O-])C1 (centres undefined) | . | 6.1
CCCCCN=C(N)N/N=C/c1c[nH]c2ccc(OC)cc12 | . | -10.6
O=C(/C=N/O)NCc1ccncc1 | -3.9 | -26.3
Clc1ccc(-c2nnc(CCc3ccccc3)o2)c(Cl)c1 | . | 9.8
Cc1c(C)c2cc3c4c(oc3c(C)c2oc1=O)CCCC4 | -6.8 | -1.1
O=C(c1ccc(Cl)c(Cl)c1)N(Cc1ccco1)c1ccc(O)cc1 | -5.0 | 17.5
N#CC1=C(SCC(=O)c2ccccc2)NC2=C(C(=O)CCC2)C1c1ccco1 (centres undefined) | 11.3 | .
Cc1[nH]c(=O)c(C#N)c2c1CCCC2 | . | 4.4
COc1ccc(N=C2C(=Nc3ccc(OC)cc3)N(c3ccc(OC)cc3)C(=S)N2c2ccccc2)cc1 | . | -11.0
CCOC(=O)c1[nH]c(C)c(/C(O)=C2\C(=O)C(=O)N(CCCN(CC)CC)C2c2cccnc2)c1C (centres undefined) | -4.5 | -6.6
CC1(C)CC(=O)C(C=NCCN2CCN(CCc3ccccc3)CC2)=C(O)C1 | -7.2 | -10.6
CC1CCC2C(C1)c1sc(=O)[nH]c1SC2(C)C (centres undefined) | -37.8 | 10.5
C#CCOCCOCCOCCNc1nc(N2CCN(C(=O)[C@H](CCC(=O)O)n3cc(C(N)CC(C)C)nn3)CC2)nc(N2CCN(C(=O)[C@H](CCC(=O)O)n3cc(C(N)CC(C)C)nn3)CC2)n1 (some centres undefined) | . | -5.6
Cc1cc(Nc2ccc(C(=O)O)cc2)n2nc(C)nc2n1 | -10.8 | -6.8
CCOC(=O)c1c(-c2cccs2)csc1NC(=O)COC(=O)c1c(C)noc1C | -17.0 | 13.3
CCCn1c(SCC(=O)Nc2cccc(C(=O)OC)c2)nnc1-c1cccnc1 | 1.4 | .
O=C(Cc1ccc(-n2cccc2)cc1)N1CCN(c2ccccc2F)CC1 | -18.9 | .
CSc1nnc(C)c(/C=C/Nc2ccc(Cl)cc2)n1 | . | 9.3
COc1ccc(C(CC(=O)O)NC(=O)COc2ccccc2)cc1OC (centres undefined) | 5.9 | -10.6
COc1ccc(-n2c(=O)cc(N3CCCCCC3)[nH]c2=O)cc1 | 3.8 | -9.3
CCCCC1(CC)C(=O)NC(=O)NC1=Nc1ccc(OC)cc1 (centres undefined) | -31.9 | 8.2
COc1cc(Cl)c(S(=O)(=O)N2CC(C)OC(C)C2)cc1Cl (centres undefined) | -7.5 | 15.1
CCOC(=O)C1CCCN(C(=O)c2cc(Nc3ccc(OC)cc3)nc3ccccc23)C1 (centres undefined) | . | 3.8
O=C(N/N=C/c1cn(-c2ccccc2)nc1-c1ccc(F)cc1)c1ccc(Br)o1 | . | -9.9
CS(=O)(=O)N1CCC(C(=O)N2CCC(Cc3ccccc3)CC2)CC1 | -4.2 | -16.2
O=[N+]([O-])c1ccc2c(c1)C(N1CCOCC1)/C(=C/COc1ccc(Cl)cc1Cl)O2 (centres undefined) | . | 9.8
N#Cc1cc2c(=O)n3ccccc3nc2n(Cc2cccnc2)c1=O | -17.2 | .
Cc1cc(C)cc(-n2nnc(C(=O)NCc3ccco3)c2N)c1 | -5.5 | 9.2
O=S(=O)(Nc1cccnc1)c1cc(Cl)ccc1Cl | -13.2 | -13.4
COc1cc2c(cc1OC)CC[N+](C)=C2 | . | 18.8
COc1ccccc1N1CCN(Cc2nc(N)nc(Nc3ccc(C)cc3)n2)CC1 | -5.8 | -6.9
CCCNC(=O)NC(=O)COc1ccc2oc3ccccc3c2c1 | . | -15.4
COc1ccc(C(=O)O)cc1Nc1cc(C)nc2ncnn12 | -4.7 | 5.9

Following part:
SMILES | HIV RNase H inh | RmlC RmlD mix
CCOC(=O)c1sc(=S)n(C)c1N | -3.8 | 14.7
Cc1cc(=O)oc(C)c1C(=O)N1CCN(C(c2ccccc2)c2ccccc2)CC1 | -14.3 | -16.1
COc1ccc(/C=N/n2c(SC)nnc(C(C)(C)C)c2=O)c(OC)c1 | . | -6.7
CCO[C@H]1OC(C(=O)NCc2nc3ccccc3[nH]2)=C[C@@H](c2ccc3c(c2)OCO3)[C@@H]1CCCO | . | 12.7
Cc1ccc(S(=O)(=O)N2Cc3ccccc3CC2C(=O)Nc2cc(C)on2)cc1 (centres undefined) | 1.8 | -29.5
COc1cc(C2CC(=O)c3cnc(N)nc3C2)cc(OC)c1OC (centres undefined) | . | -1.0
CCOc1ccccc1N1Cc2cc(C)c(C)cc2C1 | 52.7* | 5.5
Cc1ccc(NC(=O)CN(C)CC(=O)Nc2c(C)cccc2C)c(Br)c1 | . | 5.4
CCOC(=O)C1CCN(C(c2cccc(OC)c2)c2sc3nc(C)nn3c2O)CC1 (centres undefined) | -9.0 | -7.1
CCOC(=O)c1c(C)oc2c1c1c(c3ccccc32)OCN(Cc2ccccn2)C1 | . | -11.1
Cc1ccc(CC(=O)Nc2cccc(C)n2)cc1 | -14.1 | -59.2
CCC(C)N1CC(C(=O)NC2CCCCC2)CC1=O (centres undefined) | -15.9 | 8.7
Cc1cccn2c(=O)c3cc(C(=O)NCc4ccco4)c(=N)n(CCc4ccccc4)c3nc12 | -7.3 | .
c1ccc(Nc2nnc(SCc3cccc4ccccc34)s2)cc1 | . | 3.5
c1ccc2c(c1)OCC(c1nnc3sc(-c4ccc5c(c4)OCO5)nn13)O2 (centres undefined) | 84.9* | 11.4
CCOc1ccc(NC(=O)c2ccc(Br)o2)c([N+](=O)[O-])c1 | . | 0.2
COc1ccc(-c2cc(C(F)F)n3ncc(C(=O)N4CCN5CCCC5C4)c3n2)cc1 (centres undefined) | -1.5 | -93.3
Cc1cc(NC(=O)CSc2c3c(nc4ccccc24)CCC3)no1 | -11.3 | .
NS(=O)(=O)c1ccc(CCNC(=O)COC(=O)C2CCCN2C(=O)c2cccs2)cc1 (centres undefined) | -5.8 | 5.5
CC(C)(C)C(=O)NC(=S)Nc1ccccc1F | . | 0.9
Cc1ccc(S(=O)(=O)N2CCSC2)cc1C | . | 4.3
Cn1c(=O)oc2cc(S(=O)(=O)NCCN3CCN(c4ccccc4F)CC3)ccc21 | 6.9 | -11.0
CCC(C)n1c(SCC(=O)Nc2ccccc2C(F)(F)F)nc2ccsc2c1=O (centres undefined) | . | -9.8
COc1ccc(C(=O)Nc2cc(C)c3c(=O)oc4ccccc4c3n2)cc1 | . | 10.2
COc1cc(C2CC(=O)N3CN(Cc4ccccc4)CSC3=C2C#N)ccc1OCc1ccccc1 (centres undefined) | . | 6.8
COc1ccc(Cl)cc1NC(=O)Cn1c(=O)n2nc(C)nc2c2ccccc21 | -14.3 | 4.9
Cc1nc(CNS(=O)(=O)c2ccc3c(c2)OCCO3)cs1 | -12.4 | -12.3

Some of these compounds in order of SMILES length, highest first:
SMILES | HIV RNase H inh | RmlC RmlD mix
CCOC(=O)CCC(=O)Nc1ccc(S(=O)(=O)N2CCCC2)cc1 | 1.6 | 1.8
Cc1cc(Nc2ccc(C(=O)O)cc2)n2nc(C)nc2n1 | -10.8 | -6.8
COc1ccc2c(c1)oc(=O)c1ccccc12 | . | -2.4
